GPR55 activation: selective activators of receptor GPR55 – imaging, U2OS cells, beta-arrestin-GFP redistribution, primary screen (AID 1961); U2OS GPR55 beta-arrestin-GFP redistribution imaging; higher % means a stronger effect; activation, % at 10 µM, or EC50 in µM where a hit was titrated; actives 0.048% (n = 290,000);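 active means activation above 40% with more than 50 cells counted in the well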;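 further: U2OS osteosarcoma cells stably expressing GPR55 and beta-arrestin-GFP; plate controls were DMSO negative control for no effect and LPI positive control for full effect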
KOR beta-arrestin-1: KOR agonists, beta-arrestin recruitment, primary screen, cell-based, luminescence, uHTS (AID 1777). activation, % at 10 µM; hits with a dose series show EC50 in µM. KOR beta-arrestin recruitment, luminescence; higher % means a stronger effect. actives 0.02% (n = 280,000); in the data active means activation above about 50%, passing the limit was not always enough; further: a part of the inactive calls stands beside numbers as strong as those of hits
NOD1 inhibition: inhibition of NOD1-driven NF-kB reporter – cell-based, luminescence, uHTS, primary screen (AID 1578); inhibition, % at 4 µM, or EC50 in µM where a hit was titrated; NOD1-driven NF-kB luciferase reporter cells, luminescence; higher % means a stronger effect; actives 1% (n = 290,000); in the data active means inhibition mostly above about 36%, no sharp cut-off; inactive means mostly below about 34%;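 further: HEK-293T reporter cells stimulated with the NOD1 agonist gamma-tri-DAP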
ER stress rescue: rescue of cells from ER stress-induced death, primary screen, 384-well, CSM14.1, thapsigargin, ATP luminescence (AID 1222); 190,000 tested, under 10 active; CSM14.1 thapsigargin-induced death rescue, ATP luminescence; higher % means a stronger effect; cellular ATP content (survival), % at 20 µM; hits with a dose series show EC50 in µM;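 active means EC50 below 50 µM in the dose-response confirmation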;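 further: death triggered by thapsigargin at about 15 µM added after 2 h compound pretreatment; cell ATP read after overnight thapsigargin exposure of roughly 18 to 22 hours; normalized against plate controls of thapsigargin alone and 5% DMSO vehicle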
NOD2 inhibition: NOD2 signaling inhibitors, cell-based, luminescence, uHTS, HEK293 (AID 1566); HEK293 NOD2/NF-kB luciferase reporter, luminescence; higher % means a stronger effect; inhibition, % at 4 µM, or EC50 in µM where a hit was titrated; actives 0.63% (n = 290,000); further: many of its hits are not listed in these tables
Yfh1-depleted yeast: enhancers of respiration in Yfh1-depleted yeast, dose response, Friedreich's ataxia, plus single-dose screen (AID 1465) | S. cerevisiae Yfh1-off respiration, WST-1 reduction, 72 h; higher fold induction means a stronger effect | fold induction at 50 µM, or EC50 in µM where a hit was titrated | actives 0.074% (n = 220,000);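 active means fold induction of absorbance versus untreated yeast above a set limit, then at least 30% activation at any dose in follow-up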;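 further: activators that raise dye reduction in frataxin-depleted yeast; strong numbers were not always called active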
KOR beta-arrestin-2: KOR antagonists, beta-arrestin recruitment, cell-based, luminescence, uHTS (AID 1778). KOR beta-arrestin recruitment, luminescence, antagonist mode; higher % means a stronger effect. inhibition, % at 10 µM; hits with a dose series show IC50 in µM. actives 0.091% (n = 290,000); further: strong numbers were not always called active
TNAP activators: human TNAP enzyme activators, primary screen, biochemical, luminescent, no phosphate acceptor, uHTS (AID 1001). activation fold at 20 µM, or EC50 in µM where a hit was titrated. purified TNAP, luminescent activation assay, no phosphate acceptor; higher activation fold means a stronger effect. actives 0.03% (n = 200,000); in the data active means activation fold from about 3, or a potency from the dose series; inactive means the rest, 99 in 100 with activation fold below about 1.6; further: many of its hits are not listed in these tables
NTR1 ag: agonists of NTR1, primary screen, imaging, U2OS cells, beta-arrestin-GFP, high content (AID 493036); NTR1-U2OS beta-arrestin-GFP spot imaging, agonist mode; actives 0.17% (n = 330,000); activation, % at 20 µM;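 active means activation at or above 40% of the spot to cytoplasm intensity ratio, with at least 20 cells analyzed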;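 further: 0% = DMSO without peptide and 100% = 100 nM NTR1 peptide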
Target sequence (P30989 whole entry, looked up): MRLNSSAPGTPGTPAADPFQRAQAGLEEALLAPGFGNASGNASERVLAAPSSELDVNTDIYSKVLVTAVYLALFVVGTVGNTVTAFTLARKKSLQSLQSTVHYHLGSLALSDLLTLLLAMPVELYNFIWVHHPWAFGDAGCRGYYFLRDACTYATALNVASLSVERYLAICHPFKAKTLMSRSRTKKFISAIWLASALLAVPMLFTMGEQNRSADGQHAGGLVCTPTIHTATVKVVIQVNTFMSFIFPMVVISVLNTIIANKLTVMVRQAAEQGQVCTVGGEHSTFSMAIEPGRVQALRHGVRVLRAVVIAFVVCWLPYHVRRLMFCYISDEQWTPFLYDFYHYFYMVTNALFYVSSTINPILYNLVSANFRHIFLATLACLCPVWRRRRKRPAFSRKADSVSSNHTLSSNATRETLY
NTR1 ag cell count 20 µM: also measured in NTR1 ag; calls as there; cell count; measured here: cell count, cytotoxicity flag
* hit, by the source's call; [ ] = dose if it differs, or a comment. Unless noted, no stated cut-off is given here; in the data, active means inhibition above about 50%; inactive means the rest. An excerpt; count on the stated rates, not on these rows.

O=C(O)Cc1ccc(NC(=S)Nc2cccc(Cl)c2Cl)cc1 was read as GPR55 activation -0.3%, KOR beta-arrestin-1 -1.0%, NOD1 inhibition -10%, ER stress rescue 0.7%, NOD2 inhibition 10%, Yfh1-depleted yeast inactive, KOR beta-arrestin-2 16%, TNAP activators 1, NTR1 ag -0.3 and NTR1 ag cell count 20 µM 47.
Screening Cc1ccc(F)cc1NC(=O)c1cnccn1 returned GPR55 activation 0.2%, KOR beta-arrestin-1 -4.6%, NOD1 inhibition -15%, ER stress rescue -0.7%, NOD2 inhibition 16%, Yfh1-depleted yeast inactive, KOR beta-arrestin-2 -4%, TNAP activators 1.1, NTR1 ag 1.3 and NTR1 ag cell count 20 µM 37.
For COc1cccc(NC2=C(NCCO)C(=O)c3ccccc3C2=O)c1 the results were GPR55 activation -0.2%, KOR beta-arrestin-1 -2.8%, NOD1 inhibition 14%, NOD2 inhibition 10%, KOR beta-arrestin-2 28%[20 µM], NTR1 ag -0.4 and NTR1 ag cell count 20 µM 55.
For COc1ccc2nc3c(cc2c1)c(NC(=O)CC(C)C)nn3CC(C)C the results were GPR55 activation 0.0%, KOR beta-arrestin-1 0.6%, NOD1 inhibition -9%, NOD2 inhibition 16%, KOR beta-arrestin-2 -22%, NTR1 ag 0.5 and NTR1 ag cell count 20 µM 92.
`Cc1ccc[n+](CC(=O)c2ccccc2)c1` gave GPR55 activation 0.0%, KOR beta-arrestin-1 5.9%, NOD1 inhibition 18%, NOD2 inhibition -40%, KOR beta-arrestin-2 -24%, NTR1 ag -1.3 and NTR1 ag cell count 20 µM 88.
For CCn1cc(CN2CCC(C(=O)Nc3cccc(-c4cccc(Cl)c4)c3)CC2)c(C)n1 the results were GPR55 activation 0.7%, KOR beta-arrestin-1 0.4%, NOD1 inhibition -15%, NOD2 inhibition 9%, KOR beta-arrestin-2 -60%, NTR1 ag 6.4 and NTR1 ag cell count 20 µM 54.
CC1(C)CC(=O)C2=C(C1)Nc1cc3c(cc1C2c1ccc(F)cc1)OCO3 (configuration not stated) was read as GPR55 activation -0.1%, KOR beta-arrestin-1 4.6%, NOD1 inhibition -29%, ER stress rescue 2.5%, NOD2 inhibition 9%, Yfh1-depleted yeast inactive, KOR beta-arrestin-2 -42%, TNAP activators 1.1, NTR1 ag 0.1 and NTR1 ag cell count 20 µM 58.
`O=C(Nc1ccc(Cl)cc1)N1CCN(c2ccccc2)CC1` gave GPR55 activation -0.4%, KOR beta-arrestin-1 -4.4%, NOD1 inhibition -27%, ER stress rescue 0.5%, NOD2 inhibition -16%, Yfh1-depleted yeast inactive, KOR beta-arrestin-2 -6%, TNAP activators 1.1, NTR1 ag 1.4 and NTR1 ag cell count 20 µM 82.
c1ccc(N/N=C(\Cc2ncc[nH]2)c2ccccc2)cc1 was read as GPR55 activation 0.1%, KOR beta-arrestin-1 -3.1%, NOD1 inhibition -57%, NOD2 inhibition -17%, Yfh1-depleted yeast inactive, KOR beta-arrestin-2 -21%, TNAP activators 1.1, NTR1 ag 0.4 and NTR1 ag cell count 20 µM 38.
CC1(C)CC(=O)c2sc(NS(=O)(=O)c3ccc(Br)cc3)nc2C1 was read as GPR55 activation -0.2%, KOR beta-arrestin-1 -3.5%, NOD1 inhibition -7%, ER stress rescue -2.4%, NOD2 inhibition 20%, Yfh1-depleted yeast inactive, KOR beta-arrestin-2 -13%, TNAP activators 1.1, NTR1 ag -0.3 and NTR1 ag cell count 20 µM 24.
COc1ccc(-n2c(=S)[nH]c3cc(C(=O)NCc4ccccc4)ccc3c2=O)c(OC)c1 was read as GPR55 activation -0.2%, KOR beta-arrestin-1 -0.8%, NOD1 inhibition -18%, NOD2 inhibition 23%, KOR beta-arrestin-2 6%, NTR1 ag 1.6 and NTR1 ag cell count 20 µM 45.
`COc1cccc(N2CCN(Cc3nc(N)nc(N4CCCc5ccccc54)n3)CC2)c1` gave GPR55 activation 0.3%, KOR beta-arrestin-1 -1.1%, NOD1 inhibition 2%, ER stress rescue 4.5%, NOD2 inhibition 10%, Yfh1-depleted yeast inactive, KOR beta-arrestin-2 1%, TNAP activators 1, NTR1 ag 0.2 and NTR1 ag cell count 20 µM 58.

By substructure, the compounds so far containing sulfur.
O=C(O)Cc1ccc(NC(=S)Nc2cccc(Cl)c2Cl)cc1 was read as GPR55 activation -0.3%, KOR beta-arrestin-1 -1.0%, NOD1 inhibition -10%, ER stress rescue 0.7%, NOD2 inhibition 10%, Yfh1-depleted yeast inactive, KOR beta-arrestin-2 16%, TNAP activators 1, NTR1 ag -0.3 and NTR1 ag cell count 20 µM 47.
CC1(C)CC(=O)c2sc(NS(=O)(=O)c3ccc(Br)cc3)nc2C1 was read as GPR55 activation -0.2%, KOR beta-arrestin-1 -3.5%, NOD1 inhibition -7%, ER stress rescue -2.4%, NOD2 inhibition 20%, Yfh1-depleted yeast inactive, KOR beta-arrestin-2 -13%, TNAP activators 1.1, NTR1 ag -0.3 and NTR1 ag cell count 20 µM 24.
COc1ccc(-n2c(=S)[nH]c3cc(C(=O)NCc4ccccc4)ccc3c2=O)c(OC)c1 was read as GPR55 activation -0.2%, KOR beta-arrestin-1 -0.8%, NOD1 inhibition -18%, NOD2 inhibition 23%, KOR beta-arrestin-2 6%, NTR1 ag 1.6 and NTR1 ag cell count 20 µM 45.

Next part:
For O=C(NNS(=O)(=O)c1ccc(F)cc1)C1CCCCC1 the results were GPR55 activation 0.0%, KOR beta-arrestin-1 -2.9%, NOD1 inhibition -17%, NOD2 inhibition 4%, KOR beta-arrestin-2 6%, NTR1 ag 0.1 and NTR1 ag cell count 20 µM 48.
Screening COc1ccc(CN2CCN(c3ncccn3)CC2)c(C)c1C returned GPR55 activation -0.4%, KOR beta-arrestin-1 -0.3%, NOD1 inhibition -26%, NOD2 inhibition -4%, KOR beta-arrestin-2 -20%[20 µM], NTR1 ag 1.0 and NTR1 ag cell count 20 µM 56.
For Cc1ccc(S(=O)(=O)NCc2ccc(N3CCN(C(=O)OC(C)(C)C)CC3)cc2)cc1 the results were GPR55 activation 0.3%, KOR beta-arrestin-1 1.0%, NOD1 inhibition -2%, NOD2 inhibition 15%, KOR beta-arrestin-2 3%, NTR1 ag 5.8 and NTR1 ag cell count 20 µM 72.
O=C(Nc1nc(-c2ccc(Cl)s2)cs1)c1ccccc1 was read as GPR55 activation -0.1%, KOR beta-arrestin-1 3.0%, NOD1 inhibition -18%, ER stress rescue -0.8%, NOD2 inhibition -12%, Yfh1-depleted yeast inactive, KOR beta-arrestin-2 -2%, TNAP activators 1.1, NTR1 ag 4.1 and NTR1 ag cell count 20 µM 58.
For CCCS(=O)(=O)N1CCC(C(=O)N2CCC(Cc3ccccc3)CC2)CC1 the results were GPR55 activation 0.3%, KOR beta-arrestin-1 4.8%, NOD1 inhibition 16%, ER stress rescue 8.2%, NOD2 inhibition 14%, Yfh1-depleted yeast inactive, KOR beta-arrestin-2 0%, TNAP activators 1.1, NTR1 ag 0.0 and NTR1 ag cell count 20 µM 47.
Screening CC1CCN(C(=O)C2CCC(C)(C(=O)O)C2(C)C)CC1 (configuration not stated) returned GPR55 activation 0.0%, KOR beta-arrestin-1 2.4%, NOD1 inhibition -1%, ER stress rescue 0.1%, NOD2 inhibition 26%, Yfh1-depleted yeast inactive, KOR beta-arrestin-2 -22%, TNAP activators 1.1, NTR1 ag -2.0 and NTR1 ag cell count 20 µM 69.
For CCN1CCN(S(=O)(=O)c2ccc(Cl)c(C(=O)N(CC)CC(=O)Nc3ccc(OC)cc3)c2)CC1 the results were GPR55 activation 0.3%, KOR beta-arrestin-1 -2.9%, NOD1 inhibition -31%, NOD2 inhibition 16%, KOR beta-arrestin-2 -3%, NTR1 ag 0.1 and NTR1 ag cell count 20 µM 61.
CC(=O)n1nc(-c2cccc(C)c2)nc1SCC(=O)Nc1ccccc1 was read as GPR55 activation -0.3%, KOR beta-arrestin-1 -0.6%, NOD1 inhibition -10%, ER stress rescue -1.2%, NOD2 inhibition 13%, Yfh1-depleted yeast inactive, KOR beta-arrestin-2 -33%, TNAP activators 0.8, NTR1 ag 1.9 and NTR1 ag cell count 20 µM 84.
For Cc1cc(C)n(CC(O)COc2cccc(OCC(O)Cn3nc(C)cc3C)c2)n1 (configuration not stated) the results were GPR55 activation -0.2%, KOR beta-arrestin-1 -5.6%, NOD1 inhibition 8%, ER stress rescue -1.9%, NOD2 inhibition 15%, Yfh1-depleted yeast inactive, KOR beta-arrestin-2 -19%, TNAP activators 1.1, NTR1 ag 0.5 and NTR1 ag cell count 20 µM 59.
O=C(NC1CCN(Cc2nnnn2CCc2ccccc2)CC1)c1ccccc1F was read as GPR55 activation 0.2%, KOR beta-arrestin-1 -1.2%, NOD1 inhibition -10%, ER stress rescue -4.1%, NOD2 inhibition -3%, Yfh1-depleted yeast inactive, KOR beta-arrestin-2 -227%, TNAP activators 1.1, NTR1 ag -1.8 and NTR1 ag cell count 20 µM 62.
Screening CN=C1C([N+](=O)[O-])=CC=C2C1=NC1(CCCCC1)N2O returned GPR55 activation 0.0%, KOR beta-arrestin-1 -3.8%, NOD1 inhibition 30%, ER stress rescue 2.6%, NOD2 inhibition -4%, Yfh1-depleted yeast inactive, KOR beta-arrestin-2 12%, TNAP activators 0.9, NTR1 ag 0.7 and NTR1 ag cell count 20 µM 45.
For COc1ccc(OC)c2c1sc(=NC(=O)CN1C(=O)CCC1=O)n2C the results were GPR55 activation -0.2%, KOR beta-arrestin-1 -4.0%, NOD1 inhibition 0%, ER stress rescue -1.1%, NOD2 inhibition 6%, Yfh1-depleted yeast inactive, KOR beta-arrestin-2 2% and TNAP activators 1.2.
For Cc1nc2sc3c(c2c(=O)n1/N=C/c1cccnc1)CCCC3 the results were GPR55 activation 1.1%, KOR beta-arrestin-1 -2.0%, NOD1 inhibition -32%, ER stress rescue 0.0%, NOD2 inhibition 5%, Yfh1-depleted yeast inactive, KOR beta-arrestin-2 20%, TNAP activators 1.1, NTR1 ag 3.4 and NTR1 ag cell count 20 µM 49.
`Cc1ccc(S(=O)(=O)NCc2ccccc2)cc1` gave GPR55 activation 1.7%, KOR beta-arrestin-1 -0.6%, NOD1 inhibition 6%, NOD2 inhibition 13%, KOR beta-arrestin-2 -40%[20 µM], NTR1 ag -0.8 and NTR1 ag cell count 20 µM 53.
Cc1cc(C)n(-c2ccc(C(=O)NCc3cccs3)cc2)n1 was read as GPR55 activation -0.2%, KOR beta-arrestin-1 -4.3%, NOD1 inhibition -39%, ER stress rescue 0.4%, NOD2 inhibition -7%, Yfh1-depleted yeast inactive, KOR beta-arrestin-2 5%, TNAP activators 1.2, NTR1 ag -3.5 and NTR1 ag cell count 20 µM 89.

Source: PubChem BioAssay
